# ERG Ets-DNA blk = ERG Ets/DNA interaction inhibition | fluorescence polarization, His-ERG Ets domain / labelled DNA | Potency, µM (series often up to 76.9 µM), without a hit: at the highest dose FP activity, negative = inhibition, usual class: inhibitors | hit rate 0.028% among 370,000 | AID 624246; active means well fitted inhibition curve with a large enough effect in the polarisation, with a control signal flat; inconclusive means small, poorly fitted or top-dose-only effect, or effect the other way, or a change in a side signal; inactive means no such curve, though single readings can be large or run the other way; the % refers to the polarisation;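 further: polarization taken with two DNA probes labelled with fluorescein and Texas red; potency means the concentration at half of the fitted maximal effect; % of control where 0% means no effect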
#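 His-tagged ERG Ets domain (1 uM in the protein solution; 300mM KCl, 50mM Tris-HCl, 1mM EDTA, 1mM DTT, pH 7.5) received compound, then a probe mix of 5 nM fluorescein-DNA and 100nM Texas-615-DNA. Fluorescence polarization was read for both dyes.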
# G9a inh = blocks human histone lysine methyltransferase G9a; hit rate 8.8% among 350,000; G9a H3K9 monomethylation, AlphaScreen, 2 h; Potency, µM (series often up to 102 µM), without a hit: at the highest dose activity, negative = inhibition, usual class: inhibitors; further: potency means the concentration at half of the fitted maximal effect; on the % scale 0 is the no-effect control and ±100 the full control effect; nearly all actives have a fitted effect of over 75% in size
#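 Readings reflect AlphaScreen signal from monomethyl-H3K9 antibody detection. HMT at 20 nM; substrate b-H3K9 500 nM; cofactor SAM 20 uM; 2 h RT reaction; compounds tested as titrations in qHTS with 15 min preincubation.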
# HP1b chromo inh = HP1-beta chromodomain-methylated histone interaction inhibition. P83916. AlphaScreen HP1-beta / biotin-H3K9me3 peptide binding. Potency, µM (highest dose often 114 µM), without a hit: at the top dose activity change, negative = inhibition, usual class: inhibitors. hit rate 0.56% among 390,000. AID 540317; further: potency means the concentration at half of the fitted maximal effect; nearly all actives have a fitted effect of over 70% in size; inactives centre near 23
#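 Compound inhibition of the preformed complex between 50 nM HP1-beta and 50 nM biotinylated H3K9me3 peptide was read by AlphaScreen. Buffer was PBS pH 7.4 with 0.01% Tween-20. Incubations ran 30 min at room temperature, with 10 ug/mL donor/acceptor beads.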
# PI4K2A block = blocks human PI4K2A kinase activity | hit rate 0.13% among 420,000 | activity change, negative = inhibition, % at 76.9 µM | Q9BTU6 | purified PI4K2A, ADP-Glo luminescence, 1 h; active compounds read low; in the data active means activity change below about -50%; inconclusive means mostly about -30% to -49%;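 further: -100% = wells without enzyme as full effect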
#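 PI4K2A activity was measured by ADP-Glo luminescence: enzyme (4 ug/mL stock) and phosphatidylinositol (1.2 mM stock) in Tris pH 7.5/MgCl2/EGTA/Triton X-100 buffer were reacted with ATP (300 microM stock) for one hour at ambient temperature.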
# GLS inhibitor = blocks human kidney-isoform glutaminase activity. GLS enzymatic activity, qHTS titration. Potency, µM (titrated, usually from 45.5 µM), for inactives: at the top dose activity change, negative = inhibition, hits mostly inhibitors. hit rate 0.21% among 410,000. AID 624170; further: potency means the concentration at half of the fitted maximal effect; on the % scale 0 is the no-effect control and ±100 the full control effect
#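 Two-point fluorescence kinetic (t0, 30 min RT) for hKGA; glutamate detected via glutamate oxidase–HRP–Amplex Red. Substrate: 1 mM L-glutamine solution; buffer 45 mM KH2PO4, pH 8.2.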
# RGS4 inhibitor = human RGS4 inhibition. P49798. Transcreener GDP fluorescence polarization, RGS4-accelerated GTP hydrolysis. AID 504845. Potency, µM (top dose mostly 114 µM), for inactives: at the highest dose activity change, negative = inhibition, actives largely listed as inhibitors. hit rate 0.039% among 390,000; further: potency means the concentration at half of the fitted maximal effect; on the % scale 0 is the no-effect control and ±100 the full control effect; nearly all actives have a fitted effect of over 75% in size; some results filed as inactive show a strong effect at the top dose
#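 MLSMR compounds (23 nl, pin-transferred) preincubated 10 min at room temperature with a 500nM (2x) first reagent, then RGS4 at 900nM (2x) plus Transcreener GDP mix added; fluorescence polarization (620/688 nm) read before and after 90 min at 30 °C.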
# JMJD2A Tudor inh = JMJD2A Tudor domain (human) inhibition | O75164 | AlphaScreen JMJD2A-Tudor / H3K4me3 peptide binding | Potency, µM (top dose mostly 114 µM), without a hit: at the highest dose activity change, negative = inhibition, actives largely listed as inhibitors | hit rate 4.4% among 390,000; further: potency means the concentration at half of the fitted maximal effect; on the % scale 0 is the no-effect control and ±100 the full control effect; nearly all actives have a fitted effect of over 50% in size
# Target sequence (O75164 whole entry, looked up, the tested form may be a part): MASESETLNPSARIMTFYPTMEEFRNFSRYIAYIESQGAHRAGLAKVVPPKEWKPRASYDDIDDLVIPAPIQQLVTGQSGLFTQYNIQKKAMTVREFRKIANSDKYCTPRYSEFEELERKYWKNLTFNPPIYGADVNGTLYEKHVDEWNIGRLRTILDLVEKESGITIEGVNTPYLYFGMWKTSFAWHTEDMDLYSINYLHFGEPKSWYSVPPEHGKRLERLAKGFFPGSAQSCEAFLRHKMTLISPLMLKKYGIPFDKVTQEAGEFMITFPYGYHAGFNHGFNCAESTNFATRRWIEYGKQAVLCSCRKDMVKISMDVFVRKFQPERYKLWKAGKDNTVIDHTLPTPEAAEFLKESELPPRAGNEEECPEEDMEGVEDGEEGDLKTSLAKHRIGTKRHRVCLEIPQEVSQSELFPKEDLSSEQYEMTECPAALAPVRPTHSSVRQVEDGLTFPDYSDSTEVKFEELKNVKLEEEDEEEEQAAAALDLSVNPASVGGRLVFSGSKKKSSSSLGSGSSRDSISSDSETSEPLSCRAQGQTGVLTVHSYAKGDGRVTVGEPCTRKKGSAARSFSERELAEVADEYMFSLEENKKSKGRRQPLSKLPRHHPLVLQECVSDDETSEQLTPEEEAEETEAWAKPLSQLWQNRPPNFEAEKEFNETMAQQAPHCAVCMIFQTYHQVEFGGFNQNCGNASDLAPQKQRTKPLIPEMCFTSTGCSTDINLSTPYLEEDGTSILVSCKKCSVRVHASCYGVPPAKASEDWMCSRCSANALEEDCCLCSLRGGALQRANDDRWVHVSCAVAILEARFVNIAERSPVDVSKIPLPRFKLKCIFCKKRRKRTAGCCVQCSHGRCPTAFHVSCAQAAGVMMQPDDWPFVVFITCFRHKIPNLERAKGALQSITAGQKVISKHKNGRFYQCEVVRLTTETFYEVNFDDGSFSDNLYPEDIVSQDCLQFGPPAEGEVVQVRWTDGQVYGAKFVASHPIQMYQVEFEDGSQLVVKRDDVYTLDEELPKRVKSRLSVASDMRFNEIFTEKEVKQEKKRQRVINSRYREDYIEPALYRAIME
# 12-LOX inh = ALOX12 (human) lipoxygenase inhibition. P18054. purified 12hLO, xylenol orange hydroperoxide absorbance. Potency, µM (top dose mostly 108 µM), for the others: top-dose activity change, negative = inhibition, most hits filed as inhibitors. hit rate 1.1% among 580,000. AID 1671190; further: potency means the concentration at half of the fitted maximal effect; on the % scale 0 is the no-effect control and ±100 the full control effect
#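 Purified human 12hLO at 150 nM in 25 mM Hepes, 0.01% Triton X-100, pH 7.0, preincubated 15 min at room temperature with compound. Reaction started with 40 uM arachidonic acid, 30 min at room temperature. Hydroperoxide measured by Fe-xylenol orange, 573/405 nm absorbance ratio.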
# BAZ2B inh = blocks human BAZ2B | Q9UIF8 | AlphaScreen BAZ2B-H3K14Ac peptide displacement | Potency, µM (doses to about 114 µM), inactives show at the highest dose activity change, negative = inhibition, most hits filed as inhibitors | hit rate 4.4% among 360,000; further: potency means the concentration at half of the fitted maximal effect; on the % scale 0 is the no-effect control and ±100 the full control effect; nearly all actives have a fitted effect of over 60% in size
#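 AlphaScreen displacement: compounds (up to 110uM) incubated 30 min at room temperature with a preformed 50 nM BAZ2B/50 nM biotinylated H3K14Ac peptide complex in PBS pH 7.4 with Tween-20. Donor and acceptor beads at 10 ug/mL final added, 20 min light-protected before reading.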
# * hit, by the source's call; ? = inconclusive; / = not tested or not shown; & = joins results of further samples; [ ] = dose if it differs, or a comment. Unless noted, the call rests on the fitted dose curve; in most records, active means well fitted curve in the direction sought with a large enough effect; inconclusive means small, poorly fitted or top-dose-only effect, or another doubt; inactive means no such curve, though single readings can be large; an effect the other way counts as inactive or inconclusive.
# Under each structure: ERG Ets-DNA blk	G9a inh	HP1b chromo inh	PI4K2A block	GLS inhibitor	RGS4 inhibitor	JMJD2A Tudor inh	12-LOX inh	BAZ2B inh
CCCN(CC1CC1)C(=O)COC(=O)c1ccc(CNS(=O)(=O)c2ccc(F)c(Cl)c2)cc1
  -5%	4%[59 µM]	44%[activator]	1	-11%	-23%	6%	5%	2%
O=C1CC[C@@H]2CC3(C[C@@H]4CCN1[C@H]24)Nc1ccccc1NC3=NC1CCCCC1 (stereo partly specified)
  -3%	/	27%	-1	11%	1%	-5%	-13%	/
Cc1nnc(SCC(=O)Nc2nc3ccccc3s2)n(N)c1=O
  1%	2%	9%	3	1%	1%	-10%	10%	12%
CN(C(=O)COC(=O)c1n[nH]c2ccccc12)C1CCS(=O)(=O)C1 (stereo unspecified)
  5%	9%[59 µM]	29%	4	3%	-1%	11%	0%&0%	-3%
Cc1cnccc1NC(=O)c1cccs1
  -6%	4%	28%	6	-2%	-16%	1%	12%	-3%
CC1(C)Cc2[nH]c(=O)c(C#N)cc2CS1
  8%	32µM*	25%	0	-1%	9%	2%	?	8%
O=C(CN1CCCC1)Nc1cc(F)ccc1F
  0%	3%	30%	3	0%	-21%	-13%	0%	1%
O=C(O)C1CC=CCC1C(=O)Nc1ccc(Oc2ccc(Cl)cc2)cc1 (stereo unspecified)
  1%	11%[59 µM]	22%	-8	0%	-30%	-21%	16%	2%
CCCc1cc(=O)oc2cc(OC(C)C(=O)NC3CC(C)(C)NC(C)(C)C3)ccc12 (stereo unspecified)
  -2%	7.1µM*	36%	2	-10%	16%	-13%	0%&6%	-2%
CCOc1ccc(C(=O)NC(=S)Nc2cc(C)ccn2)cc1[N+](=O)[O-]
  -7%	4%[59 µM]	33%	-3	14%	28%	-14%	51%[activator]	-2%
Cc1ccc(C)c(N(CC(=O)Nc2ccc(-c3nc4ccc(C)cc4s3)cc2)S(C)(=O)=O)c1
  -1%	?	11%	2	0%	-12%	-23%	16%	8%
O=C(NCc1ccco1)c1cccc(C(F)(F)F)c1
  7%	/	27%	2	4%	-5%	-11%	?	?
CC(OC(=O)Cc1ccc(Br)cc1)C(=O)NC1CCCCC1C (stereo unspecified)
  -4%	32%	28%	1	-1%	-7%	3%	-2%	1%
O=c1c2ccccc2nc(-c2ccc(Cl)cc2)n1C1CCS(=O)(=O)C1 (stereo unspecified)
  6%	/	19%	-4	-4%	13%	-5%	0%	/
Cc1nc2ccc(NC(=O)COc3ccccc3[N+](=O)[O-])cc2s1
  -18%	7%	36%	-1	0%	2%	-6%	-5%	-2%
COc1cccc(CNC(=O)CCN2C(=O)[C@@H]3Cc4ccccc4CN3C2=O)c1
  7%	24%[59 µM]	?	-7	5%	-54%[56.9 µM]	?	6%	-18%
COC(=O)[C@H](CC(C)C)NC(=O)NCCC1=CCCCC1
  5%	?	40%[activator]	0	3%	-3%	-11%	35%	-30%
O=C(c1ccc2snnc2c1)N1CCOCC1
  /	-2%[12.7 µM]	16%	-1	9%	10%	-12%	0%	-1%
CCN(C(=O)CSc1nc(-c2ccccc2)no1)c1cccc(C)c1
  1%	8%[59 µM]	147%[activator]	-1	-8%	-12%	92%[activator]	-26%	143%[activator]
Cc1onc(-c2ccccc2Cl)c1C(=O)NC(=S)NCC(=O)c1ccccc1
  -3%	29%	7%	0	4%	-29%	-14%	-24%	-25%
COc1ccc(-c2nn(-c3ccccc3)cc2C(=O)OCC(=O)c2ccc(C)c([N+](=O)[O-])c2)cc1
  -5%	?	7%	4	-2%	-6%	-23%	-6%	-1%
COCCN1C(=O)C(O)=C(C(=O)c2ccco2)C1c1cccc(Oc2ccccc2)c1 (stereo unspecified)
  4%	?	5%	5	10%	-8%	?	?	-14%
CC1CC(C)CN(S(=O)(=O)c2ccc(C(=O)OCC(=O)NCCN3C(=O)CSC3=O)cc2)C1 (stereo unspecified)
  5%	-6%	27%	7	8%	?	5%	-24%	13%
COC(=O)C(C)NC(=S)N1CCN(c2c(F)cc3c(=O)c(C(=O)O)cn(C4CC4)c3c2OC)CC1C (stereo unspecified)
  2%	-2%[12.7 µM]	33%	4	-1%	-5%	5%	8.9µM*	-18%
CCCS(=O)(=O)N1CCCC(C(=O)NCCc2ccc(Cl)cc2)C1 (stereo unspecified)
  0%	/	16%	8	-1%	-17%	-10%	40%[activator]	-20%
Cc1ccc(C(=O)NCCc2ccccc2)cc1
  -5%	21%	23%	-1	2%	-2%	4%	/	9%
CN1CCN(C(=O)c2ccc(S(=O)(=O)c3ccc(Br)cc3)cc2)CC1
  -7%	0%	55%[activator]	3	-5%	-11%[11.4 µM]	-13%[11.4 µM]	25%	-4%
CCN(CC(=O)Nc1ccccc1C(F)(F)F)C(=O)CCc1c(C)[nH]c(=O)c(C#N)c1C
  3%	20%	20%	1	2%	24%	-6%	-3%	4%
O=C(NCc1ccccc1F)C(=O)NCC1CCCN1S(=O)(=O)c1cccs1 (stereo unspecified)
  1%	-32%	10%	-1	19%	17%	-9%	-19%	14%
COc1ccccc1NC(=O)C(C)N(C)Cc1ccc(Cl)s1 (stereo unspecified)
  -2%	63%[activator]	137%[activator]	2	-6%	5%	64%[activator]	3%	51%[activator]
COc1cc(C(=O)NCC(=O)N/N=C(C)\C=C\c2ccccc2)cc(OC)c1OC
  6%	-32%	33%	4	-2%	-10%	-4%	-19%	-24%
COC(=O)NC1CCC(NC(=O)OC)CC1 (stereo unspecified)
  -2%	-5%	?	-1	-8%	-36%	-8%[57.1 µM]	7%	5%
CNC(=O)Cn1ncc2c3ccccc3n(C)c2c1=O
  1%	49%[activator]	19%	-3	-9%	6%	-8%	/	8%
CCOc1[nH]n(-c2ccccc2)c(=O)c1C=Nc1ccc(OC)cc1
  -14%	?	-3%	0	2%	0%	?	1%	?
Cc1ccc(CNc2ncnc3c2cnn3-c2ccccc2)cc1
  0%	16%[0.501 µM]	31%	0	/	22%	12%	-8%	8%
O=C(CSc1nnc(SCc2ccc(Cl)cc2)s1)N/N=C/c1c[nH]c2ccccc12
  /	?	6%	-1	-14%	?	89µM*	-15%	35µM*
Cc1ccc(NC(=O)COC(=O)Cn2cnc3c2c(=O)n(C)c(=O)n3C)cc1
  14%	/	5%	-6	-19%	1%	-15%	-5%&-5%	/
O=C(Cn1c(SCCOc2ccccc2Cl)nc2ccccc21)N1CCOCC1
  3%	-12%[59 µM]	21%	0	1%	-8%	-23%	-16%	-4%
Cc1ccc(N(C)C(=O)c2ccc3c(Cl)c4c(nc3c2)CCC4)cc1C
  10%	?	1%	-1	0%	14%	-30%	15%	?
Cc1oc2c(c1C(=O)O)C(=O)c1ccccc1C2=O
  -4%	10µM*	47%[activator]	-14	-16%	-5%	-7%	-24%	0%
CSc1nccc(Oc2ccc(C#N)cc2)n1
  13%	6%[59 µM]	48%[activator]	2	0%	-14%	5%	-2%	4%
COC(=O)c1cc(S(=O)(=O)Nc2cccc(S(N)(=O)=O)c2)oc1C
  -8%	/	56%[activator]	2	5%	-15%	-7%	?	-4%
COc1cccc(CN(C)C(=O)CCN(c2ccccc2)S(=O)(=O)c2ccc(C)cc2)c1OC
  13%	9%[0.501 µM]	23%	-1	3%	-18%	-20%	7%	5%
COCC(C)n1c(SCC(=O)NC(=O)Cc2ccccc2)nc2ccccc2c1=O (stereo unspecified)
  -4%	-8%[59 µM]	26%	3	0%	5%	-11%	-11%	5%
N#CCCn1cc(C(=O)Nc2ccc([N+](=O)[O-])cc2)c(-c2cc3ccccc3o2)n1
  -4%	4%	40%[activator]	-10	-12%	-6%[56.9 µM]	-17%	-4%	-6%
CC(=O)NC(C)C(=O)OCC(=O)c1ccc(Cl)s1 (stereo unspecified)
  -7%	10%	26%	3	-13%	2%	-4%	?	-2%
Cc1c(Cl)cccc1-n1nc(C)c2c(C(=O)NCc3ccccc3)cc(C3CC3)nc21
  3%	?	23%	2	-3%	-8%	-10%	-18%	8%[57.1 µM]
Cc1ccc(S(=O)(=O)NCC(=O)NCc2ccncc2)cc1
  -12%	-2%[59 µM]	24%	7	17%	31%	-1%	29%	0%
S=C(NC1CCCCC1)N(CCc1nc2ccccc2[nH]1)C1CCCC1
  -10%	?	18%	1	3%	-41%	?	?	-9%
Cc1nc2nc(CNC(=O)c3cccc(F)c3)nn2c(C)c1CCC(=O)Nc1cccc(Cl)c1
  2%	26%[59 µM]	69%[activator]	-2	-4%	-28%	3%	-1%	40%[activator]
O=C(Cn1cc2c(n1)CCCCC2)Nc1c(F)cc(F)cc1Br
  -10%	-3%	6%	0	2%	-4%	-6%	0%	3%
Cc1ccc(S(=O)(=O)N2CCCC2CO)cc1 (stereo unspecified)
  /	0%	10%	-1	13%	-15%	-1%	8%	-1%

# High-throughput results (PubChem)

# Only part of the results is shown; count on the stated rates, not on these rows.
